# Assay outcomes as filed in PubChem BioAssay.
# CYP2C19 act = human CYP2C19 activators, primary screen, biochemical, luminescence. Cytochrome P450 2C19 (Homo sapiens), P33261. recombinant CYP2C19, luciferin-H EGE luminescence; active compounds read high; 0 = fully inhibited enzyme, 1 = untreated enzyme. activation factor at 5 µM. 96,000 tested, under 10 active. AID 1025, 2008;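 active = activation factor of at least 2 at 5 µM in the primary screen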;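 note: 0 = wells with 2.5 mM tranylcypromine and 1 = vehicle-only wells; values of inactives mirror those of a sister screen read the other way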
# Target sequence (P33261 whole entry, looked up): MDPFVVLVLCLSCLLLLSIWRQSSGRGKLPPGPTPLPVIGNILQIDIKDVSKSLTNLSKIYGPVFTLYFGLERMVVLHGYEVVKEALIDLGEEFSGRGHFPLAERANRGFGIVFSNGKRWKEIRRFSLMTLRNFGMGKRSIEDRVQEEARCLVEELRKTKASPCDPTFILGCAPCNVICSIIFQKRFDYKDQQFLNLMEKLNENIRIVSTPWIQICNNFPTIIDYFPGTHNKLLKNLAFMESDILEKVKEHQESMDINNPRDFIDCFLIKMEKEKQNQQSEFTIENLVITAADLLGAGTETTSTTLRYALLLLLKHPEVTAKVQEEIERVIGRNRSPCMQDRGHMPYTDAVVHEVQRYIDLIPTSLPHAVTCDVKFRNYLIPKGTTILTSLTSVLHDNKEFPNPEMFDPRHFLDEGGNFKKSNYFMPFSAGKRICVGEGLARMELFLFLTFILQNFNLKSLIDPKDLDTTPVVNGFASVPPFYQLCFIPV
# HIV Rev-RRE inh = HIV-1 Rev-RRE binding inhibitors, primary screen, biochemical, FRET, protein-RNA interaction | 97,000 tested, 0.79% active | AID 704, 2007 | inhibition, % at 8 µM | Rev peptide-RRE RNA binding | P05866;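 active = inhibition above the screen-wide mean plus 3 SD, cut at about 35% in these data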;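 note: 0% = median DMSO wells and 100% = median Neomycin B control wells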
# Target sequence (P05866 whole entry, looked up): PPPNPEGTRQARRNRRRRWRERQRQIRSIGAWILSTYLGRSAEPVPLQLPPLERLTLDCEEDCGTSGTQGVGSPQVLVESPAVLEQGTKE
#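 Test system: Cy5-tagged RRE RNA duplex with fluorescein-tagged Rev peptide | Read-out: % inhibition of FRET ratio versus controls | Probe or stimulus: Labelled Rev peptide | Incubation: 5 min RNA-compound premix plus 15 min binding step, 25 °C | Technique: FRET fluorescence readout | Benchmarks: DMSO low control, neomycin B high control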
# CYP2C19 inh = blockers of cytochrome P450 2C19 activity – biochemical, luminescence, ADME assay, primary screen; CYP2C19 Supersomes, luciferin-H EGE luminescence, 30 min; P33261; 96,000 tested, 21% active; inhibition, % at 5 µM;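 active = CYP2C19 inhibition above a set limit at 5 µM in the primary screen, cut at about 50% in these data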;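 note: plate controls were negative control wells for no effect and 2.5 mM tranylcypromine positive control for full effect; values of inactives mirror those of a sister screen read the other way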
# PLK1 inh = human PLK1 kinase inhibitors, primary screen, biochemical, TR-FRET | AID 619, 2007 | inhibition, % at 10 µM | recombinant PLK1 kinase, TR-FRET peptide phosphorylation | 97,000 tested, 0.53% active | Serine/threonine-protein kinase PLK1 (Homo sapiens), P53350;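 active = inhibition of 50% or more in the single-concentration screen; inactive = inhibition below 50%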;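 note: 0% = DMSO max control and 100% = H-89 dihydrochloride min control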
# EphB4 antag = EphB4-ephrin-B2 interaction antagonists, primary screen, biochemical, TNYL-RAW peptide probe, fluorescence polarization; Ephrin type-B receptor 4 (Homo sapiens), P54760; EphB4 LBD / TNYL-RAW-Alexa532 peptide; inhibition, % at 7 µM; 97,000 tested, 0.15% active; AID 720, 2007;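 active = inhibition above the screen-wide mean inhibition plus 3 SD, cut at about 15% in these data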;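 note: 0% = DMSO wells and 100% = excess unlabeled TNYL-RAW peptide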
# CYP2C9 inhib = blockers of cytochrome P450 2C9 activity – biochemical, luminescence, ADME assay, primary screen; AID 777, 2007; inhibition, % at 5 µM; CYP2C9 Supersomes, luciferin-H conversion; 96,000 tested, 20% active;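 active = blocking of liver enzyme CYP2C9 beyond about 50% at 5 µM, limit read from the data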; note: values of inactives mirror those of a sister screen read the other way
# PLK1 PBD inh = Plk1 polo box domain binding inhibitors, primary screen, biochemical, fluorescence polarization | Serine/threonine-protein kinase PLK1 (Homo sapiens), P53350 | Plk1 PBD phosphopeptide binding | inhibition, %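 (tested at about 20 µM)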 | 97,000 tested, 0.13% active | AID 693, 2007; in the data active = inhibition above about 34%, passing the limit was not always enough
# PLAP activator = PLAP enzyme activators, biochemical, luminescence, HTS. Alkaline phosphatase, placental type (Homo sapiens), P05187. purified PLAP enzyme, luminescent substrate read-out; active compounds read high. activation fold at 20 µM. 96,000 tested, 1.2% active; in the data active = activation fold above about 2
# Target sequence (P05187 whole entry, looked up): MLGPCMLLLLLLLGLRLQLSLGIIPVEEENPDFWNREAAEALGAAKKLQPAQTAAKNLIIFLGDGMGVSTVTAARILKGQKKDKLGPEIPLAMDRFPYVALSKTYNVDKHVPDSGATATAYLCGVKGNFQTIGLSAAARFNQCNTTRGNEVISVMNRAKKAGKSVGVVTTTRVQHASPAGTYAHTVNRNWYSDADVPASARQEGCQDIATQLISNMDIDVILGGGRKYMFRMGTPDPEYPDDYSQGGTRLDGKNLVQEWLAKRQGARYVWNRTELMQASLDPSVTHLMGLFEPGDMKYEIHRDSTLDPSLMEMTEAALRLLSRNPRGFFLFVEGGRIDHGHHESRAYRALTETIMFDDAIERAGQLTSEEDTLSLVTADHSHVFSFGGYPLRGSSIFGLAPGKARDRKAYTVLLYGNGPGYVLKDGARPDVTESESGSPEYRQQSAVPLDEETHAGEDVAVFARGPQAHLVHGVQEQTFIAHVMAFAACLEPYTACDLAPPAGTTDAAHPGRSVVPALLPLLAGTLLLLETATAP
# CYP2C9 activ = human CYP2C9 activators, primary screen, biochemical, luminescence. Cytochrome P450 2C9 (Homo sapiens), P11712. recombinant CYP2C9, luciferin-H conversion; active compounds read high; factor 1 = untreated enzyme, 0 = blocked. activation factor at 5 µM. 96,000 tested, 1.4% active. AID 1024, 2008;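 active = activation factor of 2 or more for CYP2C9 at a 5 µM dose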;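 note: 0 = sulfaphenazole-blocked wells and 1 = vehicle-only wells; values of inactives mirror those of a sister screen read the other way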
# Starred values were filed as active, the others as inactive; . = no result given.
item	Structure	CYP2C19 act	HIV Rev-RRE inh	CYP2C19 inh	PLK1 inh	EphB4 antag
1	CC1=NC(C(F)(F)F)(C(F)(F)F)C(C#N)=C(C)N1	0.3	8	69*	0	2
2	Cc1c(NC(=O)c2ccc(F)cc2)c(=O)n(-c2ccccc2)n1C	1.2	10	-18	0	4
3	COc1ccc(OC)c2sc(NC(=O)c3ccc(Cl)s3)nc12	0.9	16	9	-14	8
4	COC(=O)c1c(-c2cccc(C)c2)csc1N	0.8	1	18	24	3
5	c1ccc(N2CCN(c3nnnn3-c3ccccc3)CC2)cc1	0	.	100*	.	.
6	OCCN1CCN(CC(O)COc2ccc(Cl)cc2)CC1 (stereo unspecified)	1.2	6	-19	-1	-17
7	Cc1ccnc2nc(C(=O)NC3=NCCS3)nn12	1	2	-5	-1	-10
8	CCc1nc(SCC(=O)NCc2ccc(F)cc2)c2c(=O)n(C)c(=O)n(C)c2n1	0.9	5	5	-14	0
9	COC1Cc2ccccc2N(C(=O)N2CCN(CCO)CC2)c2ccccc21 (stereo unspecified)	0.7	3	32	3	0
10	COc1ccc(Oc2nc(Oc3ccc(OC)cc3)nc(Oc3ccc(OC)cc3)n2)cc1	1.1	3	-9	-4	-5

item	CYP2C9 inhib	PLK1 PBD inh	PLAP activator	CYP2C9 activ
1	0	9	0.9	1
2	-15	3	1	1.2
3	22	-25	1.3	0.8
4	-14	-13	1	1.1
5	93*	.	1.2	0.1
6	17	15	0.8	0.8
7	0	16	1	1
8	14	46	1	0.9
9	-5	-2	1.3	1.1
10	-13	18	0.9	1.1

# Brought forward from above: four entries, followed by the next part.
item	Structure	CYP2C19 act	HIV Rev-RRE inh	CYP2C19 inh	PLK1 inh	EphB4 antag
7	Cc1ccnc2nc(C(=O)NC3=NCCS3)nn12	1	2	-5	-1	-10
8	CCc1nc(SCC(=O)NCc2ccc(F)cc2)c2c(=O)n(C)c(=O)n(C)c2n1	0.9	5	5	-14	0
9	COC1Cc2ccccc2N(C(=O)N2CCN(CCO)CC2)c2ccccc21 (stereo unspecified)	0.7	3	32	3	0
10	COc1ccc(Oc2nc(Oc3ccc(OC)cc3)nc(Oc3ccc(OC)cc3)n2)cc1	1.1	3	-9	-4	-5
11	CCOC(=O)N1CCN(c2c(N3CCN(c4cccc(C)c4C)CC3)c(=O)c2=O)CC1	1	4	2	1	-5
12	O=c1cc(-c2c(F)c(F)c(F)c(F)c2F)oc2c(F)c(F)c(F)c(F)c12	0.9	.	7	.	.
13	COc1cccc(NC(=O)c2cccc(OC)c2OC)c1	0.2	4	81*	-7	1
14	COc1ccc(CN2C(=O)c3cccnc3C2Nc2cc(Cl)ccc2OC)cc1 (stereo unspecified)	0.4	.	63*	.	.
15	Cc1cc(C)n(-c2nnc(C)c(=O)[nH]2)n1	1.1	3	-14	-19	-2
16	CC1=CC(C)(C)N2C(=O)C3(C(C#N)=C(N)Oc4cc(C)oc(=O)c43)c3cccc1c32 (stereo unspecified)	0.5	0	49	-5	6
17	c1ccc2sc(SN3CCOCC3)nc2c1	0.2	.	82*	.	.
18	COc1ccc(C2C(C(=O)NCc3ccccn3)c3cc(OC)c(OC)cc3C(=O)N2C)cc1 (stereo unspecified)	0.9	.	6	.	.
19	CCCOc1ccccc1C(=O)N(Cc1ccco1)C1CCS(=O)(=O)C1 (stereo unspecified)	1	-2	-3	-6	-3
20	CCOC(CNC(=O)c1cccn2c(=O)c3cc(Cl)ccc3nc12)OCC	0.8	1	22	-3	3

item	CYP2C9 inhib	PLK1 PBD inh	PLAP activator	CYP2C9 activ
7	0	16	1	1
8	14	46	1	0.9
9	-5	-2	1.3	1.1
10	-13	18	0.9	1.1
11	7	5	1	0.9
12	9	.	0.9	0.9
13	-73	-8	1.2	1.7
14	48	.	0.8	0.5
15	-20	18	1	1.2
16	23	-11	1.3	0.8
17	18	.	0.8	0.8
18	11	.	1.7	0.9
19	0	-25	1	1
20	66*	-4	1.3	0.3

# Following part
item	Structure	CYP2C19 act	HIV Rev-RRE inh	CYP2C19 inh	PLK1 inh	EphB4 antag
21	CCc1nc(SCC(=O)NCC2CCCO2)c2oc3ccccc3c2n1 (stereo unspecified)	0.2	9	77*	10	4
22	CCOC(=O)c1cc(-c2cc3ccccc3o2)nc2c1c(=O)[nH]c(=O)n2CCOC	0.8	20	20	-3	-2
23	O=C(NNc1cccc(Cl)n1)Nc1ccccc1	0.6	10	35	-11	0
24	COc1ccc(NC(=O)CSc2nnc(-c3ccccc3C)n2N)cc1	0.4	6	58*	-8	0
25	CCc1ncc(C(O)c2cccc(OC)c2OC)n1C (stereo unspecified)	1	2	0	-6	5
26	O=C(O)C(CCCCN1C(=O)C2C3C=CC(C3)C2C1=O)N1C(=O)C2C3C=CC(C3)C2C1=O (stereo unspecified)	1.1	7	-12	-9	0
27	O=C(C1CC=CCC1)N1CCN(C(=O)C2CC=CCC2)CC1 (stereo unspecified)	.	-2	.	-2	0
28	COc1ccc(C(=O)Nc2nc(N)n(-c3ccccc3)n2)cc1OC	1.1	0	-6	-7	2
29	O=C1CC(N2CCN(c3ccccc3F)CC2)C(=O)N1c1ccc(F)cc1 (stereo unspecified)	.	1	.	-11	0
30	Cc1ccc(-c2nc3sc4c(c3c(=O)n2N)CCCC4)cc1	0.8	10	23	-23	4

item	CYP2C9 inhib	PLK1 PBD inh	PLAP activator	CYP2C9 activ
21	43	-53	1.4	0.6
22	8	-12	1.9	0.9
23	1	-4	0.9	1
24	74*	17	1	0.3
25	12	7	0.9	0.9
26	4	-9	1.1	1
27	.	-1	.	.
28	-35	-4	1.3	1.4
29	.	-15	.	.
30	58*	-12	0.8	0.4

# More structures:
item	Structure	CYP2C19 act	HIV Rev-RRE inh	CYP2C19 inh	PLK1 inh	EphB4 antag
31	N#Cc1c(/N=C/C=C/c2ccccc2)sc2c1CCCC2	0.9	8	14	-8	3
32	Cc1c(NC2=C(Cl)C(=O)N(c3ccccc3)C2=O)c(=O)n(-c2ccccc2)n1C	0.8	2	21	-5	13
33	CCN(CC)S(=O)(=O)c1ccc(Cl)c(C(=O)NC2CCCC2)c1	0.8	0	21	-5	-12
34	O=C(NNC(=S)NC(=O)c1cccnc1)c1ccccc1	1	4	-4	-4	-4
35	CCC(C)NC(=O)c1cc(-c2ccc(OC)cc2)on1 (stereo unspecified)	0.9	4	11	-2	-7
36	CCCCC(=O)Nc1cc2nn(-c3ccc(OC)cc3)nc2cc1C	0.6	9	38	-10	0
37	CCN1CCN(C(=O)c2ccc3c(=O)n(Cc4ccccc4OC)c(=S)[nH]c3c2)CC1	0.8	5	16	-5	2
38	CCc1cc(-c2n[nH]c(=S)n2Cc2ccccc2)cs1	0.5	1	51*	-8	4
39	O=C(CNC1C(=O)Nc2ccccc21)Sc1ccccc1 (stereo unspecified)	0.9	9	7	-9	6
40	CCn1c(NCc2ccc3c(c2)OCO3)nc2ccccc21	0.3	3	73*	-12	6

item	CYP2C9 inhib	PLK1 PBD inh	PLAP activator	CYP2C9 activ
31	-27	-16	1	1.3
32	34	-13	1.7	0.7
33	12	-2	1	0.9
34	26	15	2.1*	0.7
35	1	14	0.8	1
36	24	6	0.7	0.8
37	23	-13	1.1	0.8
38	46	2	0.9	0.5
39	-29	-30	1.1	1.3
40	21	11	1	0.8

# Arranged by the number under PLAP activator (highest first): 3 from the list above.
item	Structure	CYP2C19 act	HIV Rev-RRE inh	CYP2C19 inh	PLK1 inh	EphB4 antag
34	O=C(NNC(=S)NC(=O)c1cccnc1)c1ccccc1	1	4	-4	-4	-4
10	COc1ccc(Oc2nc(Oc3ccc(OC)cc3)nc(Oc3ccc(OC)cc3)n2)cc1	1.1	3	-9	-4	-5
36	CCCCC(=O)Nc1cc2nn(-c3ccc(OC)cc3)nc2cc1C	0.6	9	38	-10	0

item	CYP2C9 inhib	PLK1 PBD inh	PLAP activator	CYP2C9 activ
34	26	15	2.1*	0.7
10	-13	18	0.9	1.1
36	24	6	0.7	0.8

# Going on with the list:
item	Structure	CYP2C19 act	HIV Rev-RRE inh	CYP2C19 inh	PLK1 inh	EphB4 antag
41	CC1CCCC(C)N1C(=O)COC(=O)c1ccc(O)cc1 (stereo unspecified)	1.2	-5	-16	-9	-4
42	CCc1cc(-c2n[nH]c(C)c2-c2nc3ccccc3n2C)c(O)c(CN2CCN(C)CC2)c1O	0.6	2	43	-9	-9
43	O=C(NCCc1ccccc1)c1ccco1	.	5	.	-10	-3
44	COC(=O)C1=C(N)Oc2cc(C)n(CC3CCCO3)c(=O)c2C1c1ccc(Cl)cc1 (stereo unspecified)	0.3	7	67*	-3	-6
45	COCCCN1C(=O)C(=O)/C(=C(/O)c2ccc(OC(C)C)c(C)c2)C1c1ccncc1 (stereo unspecified)	1.1	3	-9	-10	4
46	COc1ccc(C)cc1S(=O)(=O)N1c2ccccc2CC1C (stereo unspecified)	0	11	96*	-3	-3
47	COc1cc(NC(=O)C2CCCCC2)c(OC)cc1NC(=O)c1ccco1	0.4	5	62*	-12	5
48	Cc1ccc(S(=O)(=O)N2CCN(c3nc(C(C)C)c4c(c3C#N)CC(C)(C)OC4)CC2)cc1	0.3	9	68*	-15	-1
49	CCC(=O)N1c2ccccc2C(N(C(C)=O)c2ccccc2)CC1C (stereo unspecified)	.	4	.	-10	2
50	CC1(C)Cc2noc(N)c2C(C)(C)N1OC(=O)c1ccccc1	0	5	100*	-5	4

item	CYP2C9 inhib	PLK1 PBD inh	PLAP activator	CYP2C9 activ
41	10	6	1.2	0.9
42	38	-28	.	0.6
43	.	2	.	.
44	57*	-6	1.4	0.4
45	-3	-14	1.1	1
46	96*	-19	1.3	0
47	47	-6	1	0.5
48	95*	-2	1.8	0.1
49	.	-10	.	.
50	57*	-7	1.2	0.4

# More entries follow.
item	Structure	CYP2C19 act	HIV Rev-RRE inh	CYP2C19 inh	PLK1 inh	EphB4 antag
51	CCN1CCN(C(C)C(=O)Nc2c(C)n(C)n(-c3ccccc3)c2=O)CC1 (stereo unspecified)	1.1	4	-10	-14	-4
52	CCCn1c(NC(=O)c2ccco2)nc2ccccc21	1.2	.	-18	.	.
53	O=c1c2ccccc2nc(SCc2cc(=O)n3ccsc3n2)n1CCCO	0.8	2	25	-17	5
54	COC(=O)COc1ccc(S(=O)(=O)N2CCN(c3ccccc3F)CC2)cc1C	0.6	5	43	3	6
55	CC(C)(C)C(=O)Oc1cc(N)n(S(=O)(=O)c2ccc(F)cc2)n1	0.4	0	59*	6	-5
56	CCC(c1nnnn1C(C)(C)CC)N(CCCO)Cc1cc2cccc(C)c2[nH]c1=O (stereo unspecified)	0.3	4	71*	-19	4
57	CCc1cccc2c(=O)c(C(=O)N3CCCCCC3)c[nH]c12	1	0	2	-15	-13
58	Cc1ccc(OCC(O)CN2CCN(Cc3ccc4c(c3)OCO4)CC2)c(C)c1 (stereo unspecified)	0.8	17	25	-4	-6
59	COc1ccc(-c2oc3ncnc(N)c3c2-c2ccccc2)cc1	0.8	4	19	-25	3

item	CYP2C9 inhib	PLK1 PBD inh	PLAP activator	CYP2C9 activ
51	-10	21	0.9	1.1
52	-7	.	1.5	1.1
53	38	-20	1.3	0.6
54	26	8	1.2	0.7
55	75*	13	0.9	0.2
56	75*	-8	1.5	0.3
57	5	14	0.8	0.9
58	13	10	1.5	0.9
59	22	14	0.8	0.8
